PRMT1 inh: PRMT1 (human) inhibition, primary screen | recombinant PRMT1, activity-based probe fluorescence polarization | inhibition, % at 2.79 µM | 370,000 compounds, 1.3% hits;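 active = inhibition above about 21% made by adding two undisclosed values, limit read from the data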
Target sequence (Q99873 whole entry, looked up): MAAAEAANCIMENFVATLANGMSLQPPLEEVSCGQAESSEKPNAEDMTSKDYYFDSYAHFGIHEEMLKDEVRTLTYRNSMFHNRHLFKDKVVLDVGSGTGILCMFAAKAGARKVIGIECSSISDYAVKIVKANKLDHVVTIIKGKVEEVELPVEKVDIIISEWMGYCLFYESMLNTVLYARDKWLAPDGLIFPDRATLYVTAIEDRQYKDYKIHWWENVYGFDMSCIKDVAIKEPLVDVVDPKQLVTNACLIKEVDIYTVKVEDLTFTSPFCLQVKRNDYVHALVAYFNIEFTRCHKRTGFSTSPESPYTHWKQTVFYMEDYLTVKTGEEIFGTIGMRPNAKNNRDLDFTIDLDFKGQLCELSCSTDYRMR
TCR CD3 inh: blocks the human TCR-CD3 interaction; inhibition, % at 9.4 µM; 360,000 compounds, 0.37% hits; AID 651800; TAMRA-labeled TCR probe fluorescence, biochemical; in the data active = inhibition above about 19%;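 note: recombinant mutant TCR 2C K166C tagged with TAMRA read by polarization; 0% = receptor in buffer alone and 100% = receptor with positive control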
SIAE inh: human SIAE inhibition, primary screen. Q9HAT2. SIAE FP-Rh probe binding, fluorescence polarization. inhibition, % at 9.66 µM. 370,000 compounds, 0.69% hits. AID 1053197;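 active = inhibition above a cutoff: mean of compounds within the control limits plus 3 SD of those, cut at about 17% in these data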;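 note: 0% = plate median of compound wells and 100% = probe without SIAE protein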
PG9 Ab binder: binds the HIV-1 gp120 antibody PG9. TR-FRET gp120-PG9 antibody binding. inhibition, % at 6.7 µM. 360,000 compounds, 0.43% hits. AID 624416; in the data active = inhibition above about 8.5%
HTRA1 inhibitor: inhibitors of human serine peptidase HTRA1. Q92743. recombinant HTRA1, FP-rhodamine activity-based probe, fluorescence polarization. inhibition, % at 5.96 µM. 340,000 compounds, 0.5% hits. AID 504803; in the data active = inhibition above about 36%;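 note: 0% = enzyme with DMSO and 100% = wells lacking enzyme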
Target sequence (Q92743 whole entry, looked up): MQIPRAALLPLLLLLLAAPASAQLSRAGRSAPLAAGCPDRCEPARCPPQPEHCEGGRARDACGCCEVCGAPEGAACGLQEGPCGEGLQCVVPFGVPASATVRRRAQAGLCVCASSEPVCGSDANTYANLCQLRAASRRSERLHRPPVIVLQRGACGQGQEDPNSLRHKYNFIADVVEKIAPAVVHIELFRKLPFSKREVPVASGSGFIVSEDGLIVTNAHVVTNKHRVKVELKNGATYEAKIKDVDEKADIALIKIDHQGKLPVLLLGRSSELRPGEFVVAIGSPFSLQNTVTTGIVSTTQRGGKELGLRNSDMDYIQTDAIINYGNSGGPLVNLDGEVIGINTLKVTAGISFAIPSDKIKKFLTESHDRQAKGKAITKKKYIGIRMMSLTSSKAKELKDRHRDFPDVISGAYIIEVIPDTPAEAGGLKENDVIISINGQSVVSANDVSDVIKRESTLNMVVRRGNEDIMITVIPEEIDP
UHRF1 binding: blocks human UHRF1 binding to methylated DNA. UHRF1 binding to methylated oligo, TR-FRET. inhibition, % at 4.4 µM. 370,000 compounds, 0.75% hits. AID 687016; in the data active = inhibition above about 21%;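 note: UHRF1 SRA domain binding a hemimethylated CpG hairpin DNA probe; 0% = median of test compound wells and 100% = reference inhibitor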
LEDGF integ inh: blocks HIV-1 LEDGF/p75-dependent DNA integration | 370,000 compounds, 0.64% hits | TR-FRET IN-LEDGF/p75 DNA integration, Eu/Cy5 | inhibition, % at 3.7 µM;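 active = inhibition above the screen-wide mean plus 3 SD, cut at about 13% in these data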;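 note: signal is the Cy5 over europium emission ratio at 671 and 618 nm; 0% = plate median of compound wells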
Tn7 DDE FP: inhibitors of Tn7 peptide binding to human fibrin DD(E); 370,000 compounds, 0.13% hits; inhibition, % at 8.3 µM; FP displacement of FITC-Tn7 peptide from fibrin DD(E); 0% = median of compound wells per plate; AID 720508;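 active = inhibition above the mean of compounds falling within the control limits plus 3 SD of them, cut at about 14% in these data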;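 note: 0% = plate median of compound wells and 100% = 10 µM Aha-Tn7 peptide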
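Assay system: Human fibrin DD(E) protein | Medium: Tris buffer with calcium and detergent, pH 7.8 | Reagent: 0.1 µM fluorescent Tn7 | Compound dosing: Single point at 8.3 µM | Times: 10 min preincubation, 3 h with tracer, room temperature | Detection: Fluorescence polarization of the labelled Tn7 tracer | Controls: Aha-Tn7 high control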
TDP2 inh: TDP2 (human) inhibition, absorbance primary screen; AID 720702; inhibition, % at 12.8 µM; recombinant TDP2, T5PNP hydrolysis, p-nitrophenol absorbance 415 nm; 370,000 compounds, 0.34% hits; O95551;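 active = inhibition above the mean of all tested compounds plus 3 SD, set per campaign, cut at about 25% in these data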;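 note: 0% = DMSO with enzyme and 100% = buffer with substrate but no TDP2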
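Assay system: recombinant human TDP2 / Reagent: T5PNP substrate at 5 mM, a TopII-DNA adduct mimic / Measured by: epi absorbance from released p-nitrophenol / Evaluation: % inhibition relative to enzyme-containing and enzyme-free wells / Control set: enzyme-free and DMSO wells / Replicates: each compound tested once, singlicate / Schedule: enzyme reaction with compound for 2 h at 37 °C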
mABHD4 FP: inhibitors of mouse ABHD4; Q8VD66; purified mABHD4, FP-Rh probe fluorescence polarization; inhibition, % at 8.92 µM; 370,000 compounds, 0.54% hits; AID 720543;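 active = inhibition exceeding the mean over every tested compound plus 3 SD, cut at about 30% in these data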;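 note: 0% = plate median of compound wells and 100% = S159A mutant with DMSO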
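Material: mouse ABHD4 enzyme, wild type; Benchmarks: S159A mutant high control, sample median low control; Buffer or medium: HEPES pH 7.0, NaCl, Pluronic buffer; Signal: fluorescence polarization; Read-out: percent inhibition of probe binding, normalized to plate controls; Timing: pre-incubation 45 min, probe exposure 60 min, at 25 °C; Dosing: 8.92 µM, single dose.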
Active calls of the source: *; · = not tested or not shown. The order is random; any-hit rate near 4.2%.

1: COC(=O)c1ccc(OC(=O)c2cccnc2SC)cc1
2: O=C1c2ccccc2/C(=C\c2ccc(Br)s2)N1c1ccccc1
3: O=C1NC(=S)N/C1=C/c1cccn1-c1ccc([N+](=O)[O-])cc1
4: C[C@@H]1CN([C@@H](C)CO)C(=O)CCCn2nncc2CO[C@@H]1CN(C)C(=O)c1ccc2ccn(C)c2c1
5: COc1ccccc1/C=C/C(=O)N1CCc2cc(OC)c(OC)cc2C1C (configuration not stated)
6: CN1CCN(S(=O)(=O)c2ccc(N(C)Cc3c(F)cccc3Cl)nc2)CC1
7: COc1cc2cc(CCCOC(=O)CCCC(=O)O)oc(=O)c2cc1OC
8: COc1cc(OC)cc(-c2nnc(SCc3ccc(C(=O)O)cc3)o2)c1
9: O=C(CNc1ccc(Br)cc1)c1ccccc1
10: S=C1NCCc2ccccc2C1c1ccccc1Cl (configuration not stated)

entry no.,1,2,3,4,5,6,7,8,9,10
UHRF1 binding,2,-8,0,-2,-3,0,5,1,0,0
Tn7 DDE FP,6,3,-2,3,-5,-5,-4,-8,0,6
PRMT1 inh,3,-2,6,1,-2,0,2,22*,-1,1
mABHD4 FP,-1,-7,13,4,-3,-6,1,-18,3,-1
SIAE inh,-3,3,2,1,8,4,5,-8,9,4
HTRA1 inhibitor,-2,-27,13,1,-10,2,1,0,-3,-11
TDP2 inh,7,6,3,9,2,0,4,14,-8,3
LEDGF integ inh,-4,0,12,-3,-1,-1,2,2,3,1
PG9 Ab binder,0.2,-2.1,-2.1,-0.7,-1.5,-1.6,2.5,-4.4,1.4,1.2
TCR CD3 inh,2,-3,1,2,6,1,2,-6,8,0

Values by screen from above:
Nos. 4–10 in mABHD4 FP: 4, -3, -6, 1, -18, 3, -1

(continued)
11: Oc1ccccc1-c1csc(-c2ccccc2)n1
12: O=C(COC(=O)c1ccc(Br)cc1)Nc1ccccc1Br
13: O=C(Cc1ccccc1Cl)NC1(O)C(=O)c2ccccc2C1=O
14: COCCCNc1nc2c(-c3cccc(C)c3)nnn2c2ccccc12
15: CC1CC(C)CN(CC(=O)NC(c2ccccc2)c2ccccc2)C1 (configuration not stated)
16: Cc1cc(C(=O)CN2C(=O)NC(c3ccccc3)(c3ccccc3)C2=O)c(C)n1Cc1ccco1
17: Cc1ccsc1/C=N/NC(=O)c1ccc(Cn2cc(Br)cn2)o1
18: O=C1c2cccc3cccc(c23)C(=O)N1CCN1CCN(CC(O)COCc2ccc(Cl)cc2)CC1 (configuration not stated)
19: CC(C)Cn1c(N)c(C(=O)CCl)c(=O)n(C)c1=O
20: COCCN(C(=O)COC(=O)c1ccc2c(c1)OCO2)c1c(N)n(Cc2ccccc2)c(=O)[nH]c1=O

entry no.,11,12,13,14,15,16,17,18,19,20
UHRF1 binding,-3,2,-8,-2,0,2,0,-2,-1,2
Tn7 DDE FP,-5,-5,5,3,2,-1,12,-7,2,-1
PRMT1 inh,2,-1,4,-2,-4,2,1,2,2,-3
mABHD4 FP,-14,5,13,8,5,-20,-3,0,4,-1
SIAE inh,-3,3,8,-2,-2,-5,-6,0,11,2
HTRA1 inhibitor,-24,-3,·,-13,-7,-37,-14,-10,-3,2
TDP2 inh,-2,-1,47*,6,7,-6,-1,-3,15,-9
LEDGF integ inh,2,7,-1,-2,5,3,-2,-1,-5,-2
PG9 Ab binder,0.2,-1.9,1.2,5.1,-0.2,1.1,-1.4,-2.1,0.1,0.7
TCR CD3 inh,-6,1,0,3,3,-12,-1,6,0,-7

21: Fc1ccc(N2CCN(C(=S)NCC3CCCO3)CC2)cc1 (configuration not stated)
22: Oc1ccc2ccccc2c1N=Nc1ccccc1F
23: O=C(Cc1ccc(Cl)c(Cl)c1)OCC(=O)c1ccc[nH]1
24: CC(=O)c1c(OC(=O)c2ccco2)c2ccccc2n1C
25: O=C(Nc1ccc(F)cc1)N1CCc2ccccc2C1
26: CCc1ccc(S(=O)(=O)N(C(=O)c2ccncc2)c2ccc(OC(=O)c3ccncc3)cc2)cc1
27: CCc1ccccc1NC(=O)C1COc2ccccc2O1 (configuration not stated)
28: O=C(NC1CCSc2ccccc21)c1ccccc1Br (configuration not stated)
29: CSc1nc(N)nc2c1ncn2CC(=O)Nc1ccc(C)c(C)c1
30: Brc1ccc(/C=N/Nc2ccccn2)cc1

entry no.,21,22,23,24,25,26,27,28,29,30
UHRF1 binding,0,-3,1,-1,-4,0,0,6,2,18
Tn7 DDE FP,-4,-1,-9,5,-3,-4,-4,0,2,-3
PRMT1 inh,-1,-2,-1,-3,-1,0,0,6,4,3
mABHD4 FP,0,5,-17,-5,0,-2,0,-7,3,3
SIAE inh,4,6,-7,3,0,2,-7,-7,3,2
HTRA1 inhibitor,0,7,-19,25,2,0,-2,-7,1,0
TDP2 inh,0,7,-8,3,-1,-7,-12,-2,6,0
LEDGF integ inh,4,3,-1,-2,1,6,-1,2,0,-3
PG9 Ab binder,0.0,0.7,-0.6,0.2,-0.2,0.4,-1.5,1.9,-0.2,-1.8
TCR CD3 inh,5,-1,-4,2,0,10,-11,-1,-1,-5

4 entries from above in another layout:
no. | smiles | UHRF1 binding | Tn7 DDE FP | PRMT1 inh | mABHD4 FP | SIAE inh | HTRA1 inhibitor | TDP2 inh | LEDGF integ inh | PG9 Ab binder | TCR CD3 inh
24 | CC(=O)c1c(OC(=O)c2ccco2)c2ccccc2n1C | -1 | 5 | -3 | -5 | 3 | 25 | 3 | -2 | 0.2 | 2
25 | O=C(Nc1ccc(F)cc1)N1CCc2ccccc2C1 | -4 | -3 | -1 | 0 | 0 | 2 | -1 | 1 | -0.2 | 0
26 | CCc1ccc(S(=O)(=O)N(C(=O)c2ccncc2)c2ccc(OC(=O)c3ccncc3)cc2)cc1 | 0 | -4 | 0 | -2 | 2 | 0 | -7 | 6 | 0.4 | 10
27 | CCc1ccccc1NC(=O)C1COc2ccccc2O1 (configuration not stated) | 0 | -4 | 0 | 0 | -7 | -2 | -12 | -1 | -1.5 | -11

Later entries:
31: Cc1ccc(C)c(CN2CCCN(Cc3cc(C)ccc3C)S2(=O)=O)c1
32: O=C(Nc1nnc(-c2ccco2)o1)c1ccc(Cl)cc1
33: Cc1ccc(OCC(=O)NNC(=S)NCc2ccccc2)cc1
34: N/C(=N\c1nc2ccccc2o1)NC(=O)c1ccccc1F
35: COc1cccc(C2c3[nH]c4ccccc4c3CCN2C(=O)c2ccccc2F)c1OC (configuration not stated)
36: COC(=O)C1=C(C)NC(=S)NC1c1ccc(-c2ccccc2C(=O)OC)o1 (configuration not stated)
37: CC(NC(=O)c1ccccc1)c1ccc(F)cc1 (configuration not stated)
38: CC(=O)Nc1cccc(OCC(O)Cn2c(C)nc3ccccc32)c1 (configuration not stated)
39: CC(C)n1nccc1NC(=O)Nc1ccccc1
40: Cc1ccc(CCNS(=O)(=O)c2cc3c(cc2Cl)NC(=O)CO3)cc1

entry no.,31,32,33,34,35,36,37,38,39,40
UHRF1 binding,0,-3,-1,-1,1,22*,-2,0,0,1
Tn7 DDE FP,0,-6,3,-1,-11,-7,-6,0,-1,7
PRMT1 inh,-2,3,-2,-2,1,31*,-1,0,2,0
mABHD4 FP,4,3,-2,-2,-22,6,-6,3,-7,0
SIAE inh,-3,-3,4,-4,0,3,1,-3,3,7
HTRA1 inhibitor,-2,13,-5,-4,-36,-7,2,-3,-1,-18
TDP2 inh,7,-7,3,6,-1,-4,-2,-3,-18,5
LEDGF integ inh,-5,4,-1,3,2,1,0,-1,-5,0
PG9 Ab binder,-1.2,0.1,-1.2,-0.4,-0.6,1.1,-0.9,0.9,-0.3,-0.3
TCR CD3 inh,6,-1,1,5,2,4,11,0,-8,-3

UHRF1 binding: what is marked active above.
item	SMILES	UHRF1 binding	Tn7 DDE FP	PRMT1 inh	SIAE inh	HTRA1 inhibitor	TDP2 inh	LEDGF integ inh	PG9 Ab binder	TCR CD3 inh
36	COC(=O)C1=C(C)NC(=S)NC1c1ccc(-c2ccccc2C(=O)OC)o1 (configuration not stated)	22*	-7	31*	3	-7	-4	1	1.1	4

Next entries
41: Cc1ccc(NC(=O)C2CCN(S(=O)(=O)c3cccnc3)CC2)cc1C
42: CCc1cccc(C)c1NC(=O)CCCC(=O)O
43: CCc1cc(=O)oc2cc(OC(C)C(=O)N3CC[C@@]4(O)CCCC[C@H]4C3)ccc12 (some centres not stated)
44: CCN(CC)CCN(C(=O)c1ccc(Br)s1)c1nc2cc3c(cc2s1)OCO3
45: CCc1ccccc1S(=O)(=O)Cc1ccc(C(=O)NC2CCCC2)o1
46: COc1ccc(CCC(C)NC(=O)Cc2ccc(OC)c(OC)c2)c(OC)c1 (configuration not stated)
47: CC1CC(C)(C)NCCNC(C)CC(C)(C)NCCN1 (configuration not stated)
48: O=C1CCC(C(=O)NCCCn2ccnc2)N1 (configuration not stated)
49: CSc1n[nH]c(NC(=O)c2c(-c3c(Cl)cccc3Cl)noc2C)n1
50: Cc1cc(C(=O)N2CCCC(N3CCN(c4ccc(F)cc4)CC3)C2)no1 (configuration not stated)

entry no.,41,42,43,44,45,46,47,48,49,50
UHRF1 binding,2,1,-1,0,-2,-1,-2,5,2,1
Tn7 DDE FP,6,0,-9,-6,-8,1,5,-3,-6,-4
PRMT1 inh,2,0,-9,-1,1,-6,-3,-3,-1,2
mABHD4 FP,-5,5,1,6,5,4,4,-2,-2,7
SIAE inh,3,3,4,3,6,4,0,8,-5,2
HTRA1 inhibitor,1,4,·,-9,2,-3,-2,4,6,-6
TDP2 inh,-12,-8,0,0,0,3,7,-7,-4,-1
LEDGF integ inh,-3,1,1,2,-3,-1,-6,-2,3,-4
PG9 Ab binder,1.4,1.2,-2.9,-0.1,-1.7,-1.8,-0.1,0.0,-1.4,-3.1
TCR CD3 inh,0,1,2,9,-1,-1,0,-1,-5,-4

51: O=C(CN1C(=O)NC2(CCc3ccccc32)C1=O)c1c[nH]c2ccccc12 (configuration not stated)
52: Cc1nc(-c2ccccc2O)n(S(=O)(=O)N(C)C)n1
53: O=C(O)/C=C/C(=O)N1CCN(c2ccc(F)cc2)CC1
54: FC(F)(F)c1cc(-c2ccco2)nc(NCc2ccccc2)n1
55: Cc1ccc2c(c1)C1CN(C)CCC1N2C(=S)Nc1ccc(Cl)cc1Cl (configuration not stated)

entry no.,51,52,53,54,55
UHRF1 binding,0,-2,2,1,2
Tn7 DDE FP,-2,-4,8,1,0
PRMT1 inh,1,0,-4,13,1
mABHD4 FP,-12,0,-3,-10,-3
SIAE inh,-10,-4,4,-6,-1
HTRA1 inhibitor,-12,0,3,-24,2
TDP2 inh,-19,4,3,-1,-6
LEDGF integ inh,-2,-2,-1,2,2
PG9 Ab binder,1.6,-1.3,-2.0,1.0,-1.3
TCR CD3 inh,-1,2,1,0,-4
